COUP-TFII inh: NR2F2 (human) inhibition, primary screen; P24468; HEK293T NGFI-A luciferase reporter, luminescence; inhibition, % at 8.6 µM; 0.7% of 370,000 active;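 active = inhibition above a per-plate cutoff, mean inhibition of test wells between control levels plus 3 SD, cut at about 38% in these data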;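 also: cells cotransfected with COUP-TFII expression vector driving the NGFI-A reporter; 0% = median of COUP-TF2 test wells and 100% = reporter-only cells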
Target sequence (P24468 whole entry, looked up): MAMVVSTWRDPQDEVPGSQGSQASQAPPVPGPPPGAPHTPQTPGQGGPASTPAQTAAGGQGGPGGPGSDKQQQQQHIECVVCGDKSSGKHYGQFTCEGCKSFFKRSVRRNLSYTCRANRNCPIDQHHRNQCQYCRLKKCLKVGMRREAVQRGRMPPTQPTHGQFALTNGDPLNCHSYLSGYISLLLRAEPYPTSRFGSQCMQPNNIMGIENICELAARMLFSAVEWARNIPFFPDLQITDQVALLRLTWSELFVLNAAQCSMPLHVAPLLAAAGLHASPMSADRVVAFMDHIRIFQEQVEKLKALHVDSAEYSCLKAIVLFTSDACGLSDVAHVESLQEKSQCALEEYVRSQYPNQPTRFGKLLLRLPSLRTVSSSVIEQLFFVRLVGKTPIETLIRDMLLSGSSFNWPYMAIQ
KKLEB cytotox: counter-screen for CF NF-kB inhibitors: cytotoxicity; KKLEB CF airway cells viability, ATPlite luminescence, overnight; stronger effect = lower value; cells stimulated with P. aeruginosa culture filtrate; AID 602141; activity change (cytotoxicity), % at 5 µM; 0.36% of 360,000 active;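 active = corrected activity change at or below -50% at 5 µM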
NCOA3 inh: inhibits human SRC3 coactivator; Q9Y6Q9; HEK293 GAL4-SRC3 luciferase reporter, luminescence; inhibition, % at 3.6 µM; 0.17% of 360,000 active; AID 588352;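 active = inhibition above a per-campaign cutoff, the mean of all compounds plus 3 SD, cut at about 60% in these data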;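 also: 0% = DMSO-treated cells and 100% = gossypol-treated cells at 36 µM; higher means less SRC3-driven luciferase light from the GAL4 reporter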
NR5A2 inv ag: NR5A2 inverse agonism in reporter assay. O00482. inhibition, % at 3.6 µM. AID 602396. 0.13% of 360,000 active. HEK293T StAR-luciferase reporter, LRH-1 transfected, 24 h;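 active = inhibition above the mean inhibition of all tested compounds plus 3 SD, cut at about 73% in these data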;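 also: 0% = DMSO wells and 100% = reporter-only cells lacking LRH-1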
Target sequence (O00482 whole entry, looked up): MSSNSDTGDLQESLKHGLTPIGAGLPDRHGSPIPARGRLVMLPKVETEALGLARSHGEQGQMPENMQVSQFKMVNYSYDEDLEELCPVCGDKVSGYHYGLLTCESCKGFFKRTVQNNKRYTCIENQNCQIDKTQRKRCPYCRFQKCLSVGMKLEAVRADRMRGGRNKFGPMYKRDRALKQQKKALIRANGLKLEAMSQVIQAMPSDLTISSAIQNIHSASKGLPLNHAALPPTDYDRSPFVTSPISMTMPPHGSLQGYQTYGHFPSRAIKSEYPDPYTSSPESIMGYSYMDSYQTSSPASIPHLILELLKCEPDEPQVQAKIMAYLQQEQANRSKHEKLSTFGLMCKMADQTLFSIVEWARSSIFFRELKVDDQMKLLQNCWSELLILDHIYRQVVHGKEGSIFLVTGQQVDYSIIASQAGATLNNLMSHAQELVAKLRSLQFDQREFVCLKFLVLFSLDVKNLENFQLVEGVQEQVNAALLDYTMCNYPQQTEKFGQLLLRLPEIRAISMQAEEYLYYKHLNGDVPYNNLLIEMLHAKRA
TWEAK-Fn14 inh: inhibitors of TWEAK-Fn14 interaction signaling; TWEAK-stimulated Fn14 reporter cells, luciferase luminescence, 8 h; inhibition, % at 10 µM; 2% of 360,000 active; in the data active = inhibition above about 50%
EBV LMP1 NFkB: Epstein-Barr LMP1 NF-kappaB reporter inhibition; inhibition, % at 12.5 µM; LMP1-induced NF-kappaB luciferase reporter cells, luminescence; 0.69% of 350,000 active; in the data active = inhibition above about 41%;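 also: 0% = neutral control wells and 100% = reference inhibitor control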
CF NFkB inh: inhibitors of cystic fibrosis induced NF-kB. 0.86% of 360,000 active. KKLEB NF-kB-GFP reporter, PAF-induced, GFP fluorescence overnight. inhibition, % at 5 µM. AID 588850;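 active = at least 50% inhibition at 5 µM, scaled per plate between neutral and stimulator controls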;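 also: PAF is a Pseudomonas aeruginosa culture filtrate used as stimulus; plate controls were PAF-stimulated DMSO wells for no effect and unstimulated DMSO wells for full effect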
Shn3 3UTR inh: inhibitors of Schnurri-3 3'UTR reporter in osteoblasts; inhibition, % at 12.5 µM; 0.52% of 360,000 active; AID 588674; Clone20 osteoblast Shn3 3'UTR firefly luciferase, 24 h;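 active = mean inhibition of at least 75% with every replicate also reaching 75%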;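 also: 0% = median of neutral control wells and 100% = pilot-screen positive control compound; some compounds past the cut are filed as inactive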
TROY NFkB inh: blocks TROY-dependent signaling in reporter cells; Q293 LMP1-TROYcd NF-kB luciferase reporter, 4 h; inhibition, % at 10 µM; 0.98% of 360,000 active; AID 1347056;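 active = compounds whose plate-normalised and pattern-corrected inhibition of the luciferase reporter signal at the single screening dose is 50% or more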
C8 TRAIL sens: sensitizes caspase-8 expressing cells to TRAIL; inhibition (viability loss, TRAIL sensitization), % at 10 µM; NB7+C8 cells + TRAIL, ATPlite viability luminescence; 1% of 360,000 active;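 active = compounds causing at least 50% loss of cell viability in the single-dose screen, relative to plate controls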
SRC1 inh: inhibits human SRC1 coactivator; inhibition, % at 3.6 µM; HEK293 GAL4-SRC1 luciferase reporter, luminescence; 0.12% of 360,000 active; Q15788;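 active = inhibition above the campaign mean plus 3 SD, with each screening campaign given its own cutoff, cut at about 60% in these data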;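 also: 0% = DMSO treated cells and 100% = gossypol at 36 µM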
* = called active by the depositor; . = not tested or not shown; & = joins results of further samples; ! = not confirmed by another sample. This is a subset; count on the stated rates, not on these rows.

The first 3 entries (preview)
SMILES	COUP-TFII inh	KKLEB cytotox	NCOA3 inh	NR5A2 inv ag	TWEAK-Fn14 inh	EBV LMP1 NFkB	CF NFkB inh	Shn3 3UTR inh	TROY NFkB inh	C8 TRAIL sens	SRC1 inh
CCOC(=O)c1c(-c2ccccc2)csc1NC(=O)C(C)NCc1ccco1 (stereo not given)	8.2	-7.1	-1.3	-19.4	20.5	-10.3	17.9	-6.5	17.4	-0.7	0.0
CC(=O)c1ccc(-c2cc([C@H]3[C@H]4C=CC[C@@H](C)[C@@H]4C(=O)N3Cc3ccccc3)ccc2F)cc1	-7.9	8.8	21.5	9.7	-14.7	-2.9	9.2	-1.5	-1.3	4.5	7.7
COc1ccc(CN2C3CCCC2CC(NC(=O)/C=C/c2ccccc2)C3)cc1 (stereo not given)	-0.7	2.1	19.6	-7.8	2.9	4.1	0.0	7.5	9.0	-8.5	3.7

Main list, repeating the preview:
SMILES	COUP-TFII inh	KKLEB cytotox	NCOA3 inh	NR5A2 inv ag	TWEAK-Fn14 inh	EBV LMP1 NFkB	CF NFkB inh	Shn3 3UTR inh	TROY NFkB inh	C8 TRAIL sens	SRC1 inh
CCOC(=O)c1c(-c2ccccc2)csc1NC(=O)C(C)NCc1ccco1 (stereo not given)	8.2	-7.1	-1.3	-19.4	20.5	-10.3	17.9	-6.5	17.4	-0.7	0.0
CC(=O)c1ccc(-c2cc([C@H]3[C@H]4C=CC[C@@H](C)[C@@H]4C(=O)N3Cc3ccccc3)ccc2F)cc1	-7.9	8.8	21.5	9.7	-14.7	-2.9	9.2	-1.5	-1.3	4.5	7.7
COc1ccc(CN2C3CCCC2CC(NC(=O)/C=C/c2ccccc2)C3)cc1 (stereo not given)	-0.7	2.1	19.6	-7.8	2.9	4.1	0.0	7.5	9.0	-8.5	3.7
O=S(=O)(c1ccccc1)N1CCN(C(=S)Nc2ccccc2)CC1	-11.7	-0.4	2.7	-8.6	2.5	-8.6	14.4	14.7	12.3	13.2	1.1
CCOC(=O)N1CCN(C(=O)CCSc2ccccc2)CC1	-19.2	-13.1	-90.4	-66.0	14.0	-21.7	4.4	-35.7	-24.0	-5.9	-93.5
Cc1ccc(CN(C)C[C@H]2OCc3cnnn3CCCC(=O)N([C@@H](C)CO)C[C@@H]2C)cc1	-3.9	7.1	18.1	2.1	6.6	2.6	31.6	-16.0	-13.8	-11.7	-0.9
Cc1noc(C)c1CC(=O)Nc1ccc2c(c1)OCO2	-0.1	5.8	2.1	-7.2	-2.2	-4.4	-14.6	-19.1	5.8	2.1	-8.3
O=C(Nc1ccccc1F)c1cc(S(=O)(=O)N2CCOCC2)ccc1N1CCOCC1	9.1	3.5	7.6	-12.5	-0.1	-2.3	-12.8	-3.3	-0.4	-17.8	-8.6
O=C(CN1C(=O)NC2NC(=O)NC21)N/N=C/c1ccccc1O (stereo not given)	15.2	6.8	4.2	13.6	-8.4	9.5	11.5	-20.2	-24.4	21.9	-39.6
COC(=O)C1=C(C)NC(C)=C([N+](=O)[O-])C1c1ccccc1C(F)(F)F (stereo not given)	11.3&11.3	6.1&26.0	13.1&-29.6	-8.7&-37.8	1.9&22.9	54.8*!	-35.0&-38.6	93.0*!	-8.6&-2.0	-7.0&-7.2	5.7&-3.5
CC(=O)N(c1ccc2oc(=O)sc2c1)S(=O)(=O)c1cccc2cccnc12	16.1	23.5	12.3	2.4	-7.4	12.1	-3.9	-0.6	2.8	-9.7	10.8
O=C(c1cccc(S(=O)(=O)N2CCOCC2)c1)N1CCN(c2ncccn2)CC1	-3.6	-10.8	11.1	-5.3	1.6	-1.1	15.7	1.7	-23.4	-1.6	-11.9
COc1ccc(C(c2nnnn2Cc2ccc(F)cc2)N2CCN(c3ccccc3)CC2)cc1 (stereo not given)	-1.8	-3.6	23.6	9.4	-1.5	-0.6	7.7	12.6	-0.1	0.8	6.2
COC(=O)Nc1ccc(S(=O)(=O)N(C)CC(F)(F)C(F)F)cc1	-2.0	3.4	10.4	1.0	-0.6	3.7	-5.7	2.7	10.7	-13.1	7.7
O=C(NCCc1nnc2ccccn12)c1cccs1	-17.2	12.3	-41.6	-38.9	6.9	-6.4	16.1	-45.2	-27.7	0.5	-40.2
Cc1ccc(OCC(=O)NC(=S)Nc2cccc(NC(=O)c3ccccc3)c2)cc1	8.2	-47.0	-3.4	4.5	-64.8	-10.0	36.9	26.7	-0.2	8.2	-3.3
Cn1cc(C2N3CC4(C)CN2CC(C)(C3)C4=O)c2ccccc21 (stereo not given)	-1.5	-4.3	9.2	-4.1	-7.7	-2.0	2.2	-8.3	7.8	-8.7	-13.8
COc1ccc(Nc2nc(N)nc(C(F)(F)F)n2)c(OC)c1	-4.4	0.7	-0.5	11.9	-0.9	1.5	3.9	-2.0	-13.9	-29.7	-0.3
CC(C)N=C(NC#N)SCc1ccccc1F	13.8	9.5	3.5	-12.7	15.1	-8.0	-5.9	-6.1	2.6	12.8	-7.0
CCN(CC(=O)Nc1c(F)cccc1F)C(=O)c1ccc(C)c(S(=O)(=O)N2CCCCC2)c1	.	-16.1	4.5	3.5	-13.0	10.3	14.0	9.2	5.2	-12.5	-5.3
O=[N+]([O-])c1ccc(NC2CCCC2)cc1	-15.4	17.1	1.0	4.0	-1.6	-0.4	-3.2	7.7	-23.3	5.3	-12.2
CCCCN(CCCC)CCC(O)c1cc2c(Cl)cc(Cl)cc2c2cc(C(F)(F)F)ccc12 (stereo not given)	-4.0	2.3	-25.8	-26.6	-7.3	-4.7	5.0	-7.1	-7.0	46.3	-15.3
Cc1ccccc1C(=O)c1cccn1CC(=O)N1CCCCCC1	0.8	1.0	-15.0	2.5	4.5	-5.6	-13.3	-12.6	-12.3	12.6	0.9
COc1cc2cc(CN(CCCO)S(=O)(=O)c3ccccc3)c(=O)[nH]c2cc1OC	5.8	-4.2	-2.7	-10.8	-27.6	5.0	7.7	-3.0	-9.3	-8.6	-14.5
CCN(CC(=O)N(CC(C)C)c1c(N)n(CC(C)C)c(=O)[nH]c1=O)Cc1nc2ccccc2c(=O)[nH]1	-15.6	-1.9	6.6	12.2	1.9	-0.8	8.1	2.5	16.1	-9.8	-19.1
COc1cc(-c2cc(NC=O)c3ncc(-c4ccc(F)cc4)n3c2)cc(OC)c1OC	-25.8	-17.6	0.1	-2.1	11.0	.	-0.8	20.9	7.7	11.1	-9.8
c1ccc(Cc2nc3ccccc3n2Cc2ccccc2)cc1	15.8	-5.1	-9.7	-10.1	-11.0	3.7	6.5	10.9	3.6	-5.4	-0.6
O=C(/C=C/c1ccc(OC(F)F)cc1)OCC(=O)N1CCC(c2ccccc2)=N1	14.8	-8.6	21.5	-1.2	-10.4	9.1	4.6	10.1	23.1	8.0	2.3
NC(=O)C(c1ccc(Cl)cc1)c1ccc(Sc2ccccc2)nn1 (stereo not given)	1.9	3.3	0.7	11.9	19.0	-0.3	12.0	8.0	3.5	0.6	6.4
O=C(O)CN(c1ccccn1)S(=O)(=O)c1ccccc1	10.3	-1.8	-14.9	-2.4	5.1	-0.1	-14.1	-8.0	9.7	1.9	-13.6
OCCN1CCN(Cc2cccc(Oc3ccc(Cl)cc3)c2)CC1	4.2	-23.6	-9.1	-8.5	3.6	-6.1	14.6	-10.4	10.1	23.1	-11.2
CCn1c(SCC(=O)Nc2cccc(C(C)=O)c2)nnc1C(C)C	3.2	6.5	11.4	9.1	-0.9	1.2	-2.0	2.8	15.4	-12.2	6.5
COc1ccnc(Oc2cccc(C(F)(F)F)c2)c1C(=O)N/C=N/OCc1ccccc1F	3.6	-9.8	16.1	9.9	22.5	5.6	11.6	13.3	-8.4	18.6	-7.6
CCOc1cc(NC(=O)C2CC2)c(OCC)cc1NC(=O)c1cccc(F)c1	11.7	-0.7	9.9	-14.0	-19.1	4.6	1.2	1.9	0.0	-26.0	7.5
Cn1c(=O)cc(OCCCC(=O)NCc2ccc3c(c2)OCO3)c2ccccc21	-11.4	-1.0	6.4	29.1	0.6	-8.5	-38.7	-8.4	2.1	-10.8	11.6
O=C(Nc1cccc(F)c1)C1CCN(c2nnnn2-c2ccccc2)CC1	-3.5	2.3	4.8	20.0	-21.7	0.5	7.2	-0.6	-10.6	6.6	-6.5
Cc1ccc(C)c(Cn2c(=O)n(CCCC(=O)NCc3ccco3)c(=O)c3ccccc32)c1	-1.8	-23.1	23.8	6.8	29.1	-17.9	25.6	7.4	11.2	5.2	-7.7
COc1ccc(CCN2C(=O)C3CC=C(C)CC3C2=O)cc1OC (stereo not given)	11.5	-12.2	9.3	-7.9	-11.4	3.2	15.9	3.0	-0.7	-6.8	10.2
COc1ccc(C#Cc2c(-c3ccsc3)oc3ccc(N4CCOCC4)cc23)cc1	14.1	-6.8	-30.0	-19.2	-36.7	0.1	20.0	-4.8	-55.8	21.3	-32.2
CCN1CCN(CC(=O)n2c3c(c4ccccc42)CC(C)CC3)CC1 (stereo not given)	-3.7	3.1	11.5	-14.8	13.6	-9.4	0.8	-18.9	9.5	-11.5	-2.9
CCn1cc(C(=O)N2CCCC(CO)(Cc3ccccc3C)C2)cn1 (stereo not given)	-2.9	6.0	-19.9	-8.5	5.5	-7.7	1.7	-10.9	0.8	-0.7	-1.6
Cc1ccc(Cl)cc1NC(=O)C1CC(=O)N(C(C)C)C1 (stereo not given)	5.8	13.7	-19.0	7.7	5.2	4.9	-18.0	-9.9	-3.8	1.7	-20.6
Cn1c(C(=O)N2CCCCCC2)cc2c(=O)n(C)c3ccccc3c21	-29.5	5.8	2.1	-7.4	10.6	-7.7	0.6	-4.1	-17.3	7.9	-6.1
CCc1cc(C(=O)OC)c(NC(=O)C2CC(=O)NN2Cc2ccccc2)s1 (stereo not given)	-17.1	8.1	9.7	-22.0	21.7	-9.3	1.9	-21.2	-37.5	-12.1	-10.2
Cc1ccccc1NS(=O)(=O)c1cccc(-c2nnc(-c3ccccc3)o2)c1	-4.8	7.9	-0.8	7.9	4.0	2.2	6.4	-22.2	39.9	4.4	-12.8
C=CCCCCCCCCC(=O)Nc1c[nH]c(=O)[nH]c1=O	-0.4	3.8	7.9	-15.4	1.9	-0.7	-3.1	4.9	6.3	-41.9	-14.7
C[C@H]1CN([C@@H](C)CO)C(=O)CCCn2nncc2CO[C@H]1CN(C)C(=O)c1ccc(N2CCN(C)CC2)cc1	7.0	-4.5	-31.8	-16.5	-3.6	-4.7	14.5	-5.5	7.8	-9.6	-3.0
O=C(CSc1cccc[n+]1[O-])NN(c1ccccc1)c1ccccc1	-32.6	3.0	-18.2	-7.7	82.7*	-6.3	-9.8	6.9	-28.5	4.0	-12.7
OC(COc1cccc2ccccc12)CN1CCN(c2ccccc2Cl)CC1 (stereo not given)	13.2	-3.6	-58.7	-6.1	-18.9	-9.7	10.5	-1.6	1.0	2.3	-77.9
c1cc(CNC23CC4CC(CC(C4)C2)C3)ccn1	-31.4	9.9	11.1	18.0	7.5	-6.9	-1.1	-0.1	0.5	-10.2	-4.4
COc1ccccc1CNc1ncnc2cc(Cl)ccc12	10.6	3.0	-2.3	6.5	7.9	4.3	-0.1	54.0	16.6	20.6	4.0
COc1ccccc1COCC(O)CN1CCCCC1CO (stereo not given)	-1.5	10.0	-14.4	-5.2	-3.4	6.2	14.7	8.2	-0.5	-6.3	-7.6
